# Assay outcomes as filed in PubChem BioAssay.
# SENP8 block – inhibitors of human SENP8 protease; inhibition, % at 20 µM; recombinant SENP8, Nedd8 substrate fluorescence; 360,000 compounds, 0.64% hits; AID 602440; Q96LD8; in the data active = inhibition mostly above about 40%, no sharp cut-off; inactive = mostly below about 27%
# Target sequence (Q96LD8 whole entry, looked up): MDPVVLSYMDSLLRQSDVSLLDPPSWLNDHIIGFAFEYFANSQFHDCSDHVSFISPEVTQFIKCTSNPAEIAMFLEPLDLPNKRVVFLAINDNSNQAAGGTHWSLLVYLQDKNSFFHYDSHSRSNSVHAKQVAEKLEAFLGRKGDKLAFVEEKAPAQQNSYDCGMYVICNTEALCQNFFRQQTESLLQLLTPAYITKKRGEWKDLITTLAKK
# SENP6 block – blocks the human protease SENP6; 330,000 compounds, 1.8% hits; Recombinant SENP6 catalytic domain, aminoluciferin luminescence; AID 2599; inhibition, % at 10 µM; Q9GZR1;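 active = inhibition above about 50% at the single tested dose, limit read from the data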;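 note: plate controls were DMSO wells with enzyme for no effect and DMSO wells lacking enzyme for full effect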
# ATG4B inhibitor – ATG4B (human) cysteine protease inhibition. Q9Y4P1. ATG4B cleavage of LC3-PLA2, NBD-HPC fluorescence, 1 h. inhibition, % at 8.33 µM. 340,000 compounds, 0.51% hits; in the data active = inhibition above about 40%
# HKDC1 inh – inhibitors of human hexokinase HKDC1; Q2TB90; inhibition, % at 20 µM; 340,000 compounds, 0.16% hits; recombinant HKDC1, G6PDH/diaphorase resazurin coupled fluorescence;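 active = inhibition above about 35% when tested at 20 µM, limit read from the data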;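 note: plate controls were DMSO wells with enzyme for no effect and DMSO wells lacking enzyme for full effect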
# Target sequence (Q2TB90 whole entry, looked up): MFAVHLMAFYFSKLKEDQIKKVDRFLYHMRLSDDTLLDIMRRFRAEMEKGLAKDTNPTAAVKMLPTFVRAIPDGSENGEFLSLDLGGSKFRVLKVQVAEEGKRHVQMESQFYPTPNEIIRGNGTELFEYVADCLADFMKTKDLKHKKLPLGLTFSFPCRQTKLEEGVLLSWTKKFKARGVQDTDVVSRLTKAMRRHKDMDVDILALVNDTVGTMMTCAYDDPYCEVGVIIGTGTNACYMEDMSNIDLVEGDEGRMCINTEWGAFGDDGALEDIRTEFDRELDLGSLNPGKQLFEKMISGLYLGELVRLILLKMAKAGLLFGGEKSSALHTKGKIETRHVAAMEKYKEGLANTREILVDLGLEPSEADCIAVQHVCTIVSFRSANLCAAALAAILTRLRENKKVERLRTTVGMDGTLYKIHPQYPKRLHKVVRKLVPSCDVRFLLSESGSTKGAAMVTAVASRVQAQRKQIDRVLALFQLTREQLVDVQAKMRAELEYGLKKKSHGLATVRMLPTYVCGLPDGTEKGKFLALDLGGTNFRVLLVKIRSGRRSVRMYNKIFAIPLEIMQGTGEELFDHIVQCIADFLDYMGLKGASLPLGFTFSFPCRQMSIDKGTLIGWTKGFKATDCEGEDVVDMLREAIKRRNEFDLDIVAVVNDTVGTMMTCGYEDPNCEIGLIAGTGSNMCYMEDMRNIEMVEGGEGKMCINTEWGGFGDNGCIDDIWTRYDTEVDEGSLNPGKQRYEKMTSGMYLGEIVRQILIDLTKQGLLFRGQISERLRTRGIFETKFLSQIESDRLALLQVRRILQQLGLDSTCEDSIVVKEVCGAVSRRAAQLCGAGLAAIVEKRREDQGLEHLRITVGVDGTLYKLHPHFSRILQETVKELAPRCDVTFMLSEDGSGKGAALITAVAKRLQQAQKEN
#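 Material: recombinant HKDC1 hexokinase; Amount: HKDC1 at 5 µg/mL; Medium: Tris pH 8.0 buffer with MgCl2, Tween-20, BSA, BME; Schedule: 90 min reaction incubation at room temperature, dark; Technique: coupled resazurin fluorescence, excitation 525 nm, emission 613 nm.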
# SENP7 block – SENP7 protease inhibition. recombinant SENP7, Z-RLRGG-aminoluciferin luminescence, 40 min. inhibition, % at 5 µM. Q9BQF6. 330,000 compounds, 1.5% hits;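 active = inhibition above about 50% at the single test dose, limit read from the data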;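 note: plate controls were DMSO with enzyme for no effect and no enzyme buffer wells for full effect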
# GRIN3A LBD mod – modulates the human NR3A ligand-binding domain | NR3A LBD differential scanning fluorimetry, Tm shift; 0% = protein alone, 100% = glycine-bound protein | Tm shift relative to glycine control, % at 25 µM | 340,000 compounds, 2.5% hits | AID 1259313;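 active = melting temperature shift of at least 10% of the positive control shift, at one fixed dose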
# MPTP inh – permeability transition pore inhibition; isolated mouse mitochondria, Ca2+ swelling absorbance, 30 min; inhibition, % at 10 µM; 360,000 compounds, 1.4% hits; AID 602449;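 active = inhibition of 50% or more, scaled per plate between neutral and stimulator controls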;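 note: 0% = DMSO wells given calcium and 100% = 1 mM EGTA wells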
# PfGluPho inh – PfG6PD (Plasmodium falciparum) enzyme inhibition; PfGluPho enzyme, NADPH resazurin-diaphorase fluorescence; inhibition, % at 20 µM; 350,000 compounds, 0.78% hits; AID 504690;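 active = inhibition reaching at least a set limit at 20 µM in the primary screen, cut at about 59% in these data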;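 note: 0% = DMSO wells with substrate and 100% = DMSO wells lacking glucose-6-phosphate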
# * marks the source's active call; other numbers are inactive results; . = no result given; & = joins results of further samples. An unsorted share of the library; overall some 6.9% were active at least once.
SMILES,SENP8 block,SENP6 block,ATG4B inhibitor,HKDC1 inh,SENP7 block,GRIN3A LBD mod,MPTP inh,PfGluPho inh
CCC(C(=O)O)n1nc(-c2ccccc2)c2cc(Cl)ccc21 (stereo not drawn),-24,-9,-2,9,-1,0,-0.1,-23
COC(=O)c1cn(C)c2ccc(S(=O)(=O)N3CCCCC3)cc2c1=O,9,.,19,-6,.,-2,-2.0,-12
CN(C)c1ccc(Nc2nc(N)c([N+](=O)[O-])c(N3CCOCC3)n2)cc1,19,-9,2,0,9,-2,0.6,19
COc1ccc(/C=N/Nc2ncc(C(F)(F)F)cc2Cl)cc1OC,-426,9,-7,-3,1,-26,1.1,-12
FC(F)(F)c1cccc(Nc2cc(-c3ccccc3)nc3ncnn23)c1,-112,-10,-1,-3,-4,4,2.5,-2
CC[C@]1(C(=O)OC)[C@H]2C(=O)N(Cc3ccccc3)C(=O)[C@H]2[C@H]2CN=C(SC)N21,7,.,-3,-5,-6,0,-2.5,-2
CCOC(=O)C1=C(C)NC(C)=C(C(=O)OCCNC(=O)c2cccnc2)C1c1cccc([N+](=O)[O-])c1 (stereo not drawn),25,-16,-2,5,-5,-1,0.3,10
O=C(c1c(O)c2ccccc2oc1=O)C1CCC1,14,-22,-1,0,5,1,-3.1,9
CCC(CC)c1nnc(NC(=O)CCc2ccc(OC)cc2)s1,3,-6,-3,-2,-1,0,0.0,-2
COc1ccc(CC(=O)NC(C)c2nnc(SCC(=O)Nc3cc(C)ccc3OC)n2C)cc1 (stereo not drawn),6,12,-2,-6,6,1,-3.2,8
CCN(CC(=O)NCc1cccs1)C(=O)/C=C/c1ccc(OC)cc1OC,-50,-1,1,-5,7,2,-0.1,2
COC(=O)c1c(NC(=S)NC(=O)c2ccco2)sc2c1CCCC2,17,-20,4,-7,-5,-4,-2.0,0
COc1ccc(-c2ccc(=O)n(CC(=O)NCc3ccco3)n2)cc1,-386,10,0,-6,-1,-2,15,-5
CC(NS(=O)(=O)c1ccc(Br)cc1)C(=O)Nc1nc2ccccc2[nH]1 (stereo not drawn),0,-16,1,4,-3,-1,-0.6,1
COc1ccc([C@H]2CC(=O)C=C(c3ccc(Cl)cc3C)C2)cc1,10,-19,3,5,2,0,-1.0,5
O=C(Cc1ccc(Cl)cc1)Nc1ccccc1CO,19,-6,-2,-4,3,2,0.3,-2
COc1ccc(S(=O)(=O)Nc2c(C(=O)O)[nH]c3ccccc23)c(OC)c1,-6,-1,-2,-1,-2,-28,0.6,-17
COc1ccc(COCC(O)CN2CCC(CN3C(=O)c4cccc5cccc(c45)C3=O)CC2)cc1OC (stereo not drawn),-282,-6,-26,-7,2,-2,90*,0
CCC(C)(C(=O)NC1CCCC1)N(Cc1ccco1)C(=O)c1ccc2c(c1)OCO2 (stereo not drawn),6,8,1,-4,-5,-1,-0.8,-14
CN(Cc1ccccc1)CC1CCCN(CCc2ccccc2F)C1 (stereo not drawn),14,5,0,-4,-1,-1,-0.6,-5

# Quoted at random: 2 records from the list
SMILES,SENP8 block,SENP6 block,ATG4B inhibitor,HKDC1 inh,SENP7 block,GRIN3A LBD mod,MPTP inh,PfGluPho inh
CC(NS(=O)(=O)c1ccc(Br)cc1)C(=O)Nc1nc2ccccc2[nH]1 (stereo not drawn),0,-16,1,4,-3,-1,-0.6,1
COc1ccc(COCC(O)CN2CCC(CN3C(=O)c4cccc5cccc(c45)C3=O)CC2)cc1OC (stereo not drawn),-282,-6,-26,-7,2,-2,90*,0

# (further entries)
SMILES,SENP8 block,SENP6 block,ATG4B inhibitor,HKDC1 inh,SENP7 block,GRIN3A LBD mod,MPTP inh,PfGluPho inh
O=C(O)c1nccnc1C(=O)N1CCN(c2ccccc2)CC1,10,6,10,-6,11,-4,0.0,-2
O=C(Nc1nc2c(Br)cc(Br)cc2c(=O)s1)C1CCC1,25,-6,-3,33,0,0,18,10
CCOc1ccc(CN2CCN(Cc3nc4c(s3)CCCC4)CC2CCO)cc1 (stereo not drawn),2,-9,4,-5,2,0,-0.3,-3
CC(C)=C1SC(N2CCN(c3ccc(Cl)cc3)CC2)=NC1=O,13,1,-5,-3,1,0,0.6,26
CC1=CC(C)(C)NC(=S)N1c1cccc(C)c1,4&-1,10,1&-2,-3&3,3,-1,-0.7&-1.2,28&21
CCN(CC)c1ccc(/C=c2\sc3nc4ccccc4n3c2=O)c(O)c1,-363,4,30,6,1,1,4.2,7
CCOC(=O)Cc1csc(NS(=O)(=O)c2cc(Cl)ccc2Cl)n1,-8,3,2,0,-1,-1,0.6,-19
CCO[C@H]1OC(C(=O)N2CCCCCCC2)=C[C@@H](C)[C@@H]1CCCO,13,-4,-5,-7,0,-2,-2.4,2
COc1ccc(NC(=O)Nc2cc(C(C)(C)C)on2)cc1OC,8,-6,-10,0,-6,2,-1.7,30
COc1cccc(OC2OC3COC(C)(C)OC3C(O)C2NC(C)=O)c1 (stereo not drawn),11,9,-3,-1,0,-1,0.5,-14
O=C(c1cccc(Br)c1)N1CCCC1,5,-1,-11,-3,-6,13*,-2.2,5
FC(F)(F)c1ccc(CN2C[C@@H]3C(c4ccc(Cl)nc4)C4(c5ccccc5)CC3(C4)[C@H]2c2ccccc2)cc1 (stereo partly drawn),29,-5,-1,0,8,-5,0.3,4
Cc1cc(CNC(=O)C2CCC(=O)N(Cc3ccccc3F)C2)nn1C (stereo not drawn),6,-3,5,3,7,0,-1.5,-2
CCOC(=O)C1CCN(C(=O)COC(=O)c2oc3ccccc3c2C)CC1,12,-10,-9,-4,-5,2,2.5,7
CCN(CC(=O)Nc1ccccc1C(F)(F)F)C(=O)c1oc2ccc(OC)cc2c1C,-112,-6,-4,0,13,2,0.8,5
C=CCN1C=CC(=C/C=C(/C#N)C(=O)OCC)C=C1,61*,-31,-3,-1,-9,0,-1.4,17
O=C(COC(=O)CNC(=O)c1ccc(-c2ccccc2)cc1)NCc1ccco1,20,-11,-2,-5,-6,-4,-0.7,20
Cc1cc(S(=O)(=O)N2CCN(Cc3ccc4c(c3)OCO4)CC2)cc(C)c1N1CCCC1=O,-1,1,2,9,-17,0,3.0,-13
CCCCC(C(=O)O)C(C)CC(=O)NNC(=O)c1ccco1 (stereo not drawn),-1,-3,-7,15,-1,-1,-0.3,-6
CC1(C)Cc2cccc(OCC(=O)OCC(=O)c3ccccc3)c2O1,1,-12,5,-6,-4,0,0.0,-5

# Compounds from the list above that contain bromine (three):
SMILES,SENP8 block,SENP6 block,ATG4B inhibitor,HKDC1 inh,SENP7 block,GRIN3A LBD mod,MPTP inh,PfGluPho inh
CC(NS(=O)(=O)c1ccc(Br)cc1)C(=O)Nc1nc2ccccc2[nH]1 (stereo not drawn),0,-16,1,4,-3,-1,-0.6,1
O=C(Nc1nc2c(Br)cc(Br)cc2c(=O)s1)C1CCC1,25,-6,-3,33,0,0,18,10
O=C(c1cccc(Br)c1)N1CCCC1,5,-1,-11,-3,-6,13*,-2.2,5

# Next compounds follow:
SMILES,SENP8 block,SENP6 block,ATG4B inhibitor,HKDC1 inh,SENP7 block,GRIN3A LBD mod,MPTP inh,PfGluPho inh
Nc1cccc(C(=O)Nc2ccc3nc(-c4cccnc4)[nH]c3c2)c1,-99,-10,0,2,5,5,-1.8,21
CCc1ccc2[nH]c(C(=O)Nc3ccc(C)c(F)c3)cc2c1,-22,.,-3,-5,.,6,12,1
CCOC(=O)c1c(C)[nH]c(C(=O)OCC(=O)N(CC(C)C)C2CCS(=O)(=O)C2)c1C (stereo not drawn),10,-11,2,-2,-6,-3,0.2,4
COc1cc(CCC(=O)Nc2ccc(S(=O)(=O)N3CCCC3)cc2)cc(OC)c1OC,-31,-12,-3,0,-1,1,0.2,-4
CC(C)(C)c1ccc(S(=O)(=O)CCc2ccccn2)cc1,-8,-4,-8,0,4,-1,0.9,-15
O=C(NCCCn1ccnc1)c1cccnc1,5,-1,-10,-3,11,-1,-0.1,-1
Clc1ncccc1-c1nc2ccccc2n1Cc1ccccc1,-114,-21,8,-12,-4,-1,-1.1,-2
CSc1nc2c(c(=O)n1-c1ccc(C)cc1)SCC2,10,-17,-5,-3,1,-2,0.9,40
COc1cc(OC)cc(C(=O)N[C@H](C(=O)NCc2ccc(F)cc2)C(C)C)c1,8,5,-1,7,4,-4,-0.7,-1
O=c1nc(NO)ccn1C1CCCO1 (stereo not drawn),17,.,-1,-5,.,-6,-0.8,-7
CCCc1cc(C(N)=O)c(NC(=O)c2ccco2)s1,-145,-4,0,-3,-3,1,1.4,21
S=C(NN=C1CCN(Cc2ccccc2)CC1)NC1CCCCC1,15,19,-9,-3,6,3,0.5,-1
O=C1SC(SCc2ccccc2)=N/C1=C\c1ccco1,16,-2,39,4,8,-8,-0.9,-17
COc1ccccc1NC(=O)CCN1CCN(C)CC1,9,0,-5,-8,3,-2,0.3,14
COC(=O)c1c(NC(=O)CSc2n[nH]c(N)n2)sc(C)c1C,-3,2,-10,8,0,1,0.6,6
Cc1ccc(-c2n[nH]c3c2C(c2ccccc2)N(c2ccc(C(=O)O)cc2)C3=O)cc1 (stereo not drawn),6,-2,-2,3,-6,-2,1.6,-1
Cc1cnc(CN(C)Cc2nc(Cc3cccc(C(F)(F)F)c3)no2)[nH]1,-2,8,16,-10,0,-3,3.5,-14
O=C(CSc1nnnn1-c1ccc(F)cc1)NCc1cccs1,11,7,-10,-3,-1,0,-2.5,5
COc1ccc(N2CCN(C(=O)CSc3nc4[nH]ncc4c(=O)n3-c3ccc(Br)cc3)CC2)cc1,0,8,-12,-2,1,-6,-4.7,1
CCC(=O)Nc1ccc(Cl)c(NC(=O)c2ccccc2OC)c1,5,-5,-7,0,7,-14,1.9,-6
N#Cc1cccc(S(=O)(=O)NCC(=O)OCC(=O)c2ccc[nH]2)c1,-11,-4,3,-10,7,0,-0.3,2
COCCCNC(=O)C(F)(F)C(F)(F)C(=O)NCCCOC,28,-2,-5,-7,1,0,-7.9,-4
COC(=O)c1c(NC(C)=O)sc(C(=O)Nc2ccccc2)c1C,-4,-13,-8,-7,10,1,-0.7,-11
CCn1c(SCC(=O)Nc2cccc(F)c2)nc2c(c1=O)SC(C)C2 (stereo not drawn),-4,1,-1,-1,-1,-1,0.5,-3
CC(C)Oc1cccc(C(=O)C2CCCN(C(=O)c3ccsc3)C2)c1 (stereo not drawn),22,3,1,-4,3,-1,-0.6,0
Cc1cc(C)nc(NS(=O)(=O)c2ccc(NC(=O)Cn3c(=O)oc4ccccc43)cc2)n1,4,-13,0,-7,6,2,0.0,-11
O=C(O)c1cccnc1SCC(=O)C12CC3CC(CC(C3)C1)C2,11,4,-7,-3,8,4,1.2,-19
CC1CCCC(NC(=O)C2COc3ccccc3O2)C1C (stereo not drawn),9,14,-10,-5,6,1,-0.7,11
N#C/C(=C\c1ccc(Cl)cc1)c1n[nH]c(Cn2cncn2)n1,-294,-53,-6,-6,-6,-1,0.2,-31
Cc1ccc(OCCCC(=O)Nc2ccc(Br)cc2)cc1,15,-19,-9,-2,6,-13,2.2,2
c1ccc(-n2nnnc2N2CCOCC2)cc1,8,-8,-11,3,-1,-2,1.2,-4
O=C(CSc1nnc(-c2ccncc2)n1Cc1ccco1)N1c2ccccc2Sc2ccc(Cl)cc21,24,2,-1,-3,-2,1,0.0,-5
Cc1ccc(S(=O)(=O)N2CCOCC2)cc1NC(=O)CNCc1cccnc1,28,3,-10,1,4,0,-1.1,-3
COc1ccc(CC(=O)N2N=C(C)CC2(O)C(F)(F)F)cc1OC (stereo not drawn),4,1,-9,1,-4,0,-2.4,-3
CC1CCN(c2nnc(-c3cccs3)c3ccccc23)CC1,-8,2,14,-1,-4,3,6.5,18
COc1ccccc1-c1csc(-n2ncc(C#N)c2N)n1,0,-23,.,.,2,.,-1.5,.
O=C(CSc1nnnn1C1CCCCC1)NCc1cccc(C(=O)O)c1,18,-13,-12,0,4,-3,0.1,-8
N#Cc1c(NCCCO)nc(-c2ccco2)c2c1CCCC2,-404,-19,-4,-1,-7,0,1.4,-3
COc1cc(OC)cc(C(=O)N2CCN(C(=O)c3ccc(-c4ccccc4)cc3)CC2)c1,7,0,-14,-7,12,1,-0.7,-13
CC(=O)N/C(=C\c1ccccc1)C(=O)OCC(=O)c1ccc(F)cc1,8,-21,2,1,-1,2,-0.2,5
